Source: PubChem (National Center for Advancing Translational Sciences (NCATS))
Eya2 inh: Eya2 (human) phosphatase inhibition | Potency, µM (series often up to 76.9 µM), without a hit: top-dose activity, negative = inhibition, usual class: inhibitors | O00167 | 330,000 compounds, 0.006% hits | AID 488837 | recombinant Eya2, OMFP fluorescence dephosphorylation (OMFP is methylfluorescein phosphate); also: potency is read from the fitted curve at half-maximal effect; % is scaled to controls: 0 for no effect and ±100 for the full control effect
Target sequence (O00167 whole entry, looked up): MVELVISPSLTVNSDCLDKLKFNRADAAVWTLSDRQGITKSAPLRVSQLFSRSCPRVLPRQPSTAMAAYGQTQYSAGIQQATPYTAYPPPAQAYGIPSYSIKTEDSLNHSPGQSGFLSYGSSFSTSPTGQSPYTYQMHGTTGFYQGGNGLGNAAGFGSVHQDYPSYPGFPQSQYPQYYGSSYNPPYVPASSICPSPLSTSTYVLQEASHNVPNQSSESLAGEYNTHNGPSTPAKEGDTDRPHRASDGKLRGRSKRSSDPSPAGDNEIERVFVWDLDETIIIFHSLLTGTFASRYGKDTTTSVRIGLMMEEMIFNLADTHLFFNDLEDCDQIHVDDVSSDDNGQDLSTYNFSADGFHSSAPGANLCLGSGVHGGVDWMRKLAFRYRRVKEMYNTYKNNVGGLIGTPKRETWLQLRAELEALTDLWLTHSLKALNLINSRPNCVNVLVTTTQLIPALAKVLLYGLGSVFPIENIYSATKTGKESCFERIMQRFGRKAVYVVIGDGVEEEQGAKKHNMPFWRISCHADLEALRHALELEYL
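Eya2 (0.2 uM) preincubated 10 min at ambient with compound, then OMFP substrate added at 50 uM; 10 min reaction in 50 mM HEPES pH 7.5, 50 mM NaCl, 5 uM MgCl2, 0.05% BSA, 1 mM DTT. Fluorescence read at Ex 485/Em 525 nm.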
ELG1 repair inh: inhibitors of ELG1-dependent DNA repair in HEK293T cells. Potency, µM (highest dose often 46.1 µM), for the others: at the top dose activity change, negative = inhibition, hits mostly inhibitors. AID 504467. HEK293T ELG1-luciferase reporter, luminescence, 16 h; DNA damage induced by 5-fluorouridine. 330,000 compounds, 2.3% hits; also: potency is read from the fitted curve at half-maximal effect; % is scaled to controls: 0 for no effect and ±100 for the full control effect; nearly all actives have a fitted effect of over 55% in size
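Overnight (16 hr) co-exposure of 2,000 cells/well to 5-fluorouridine and compound at 37 °C preceded detection. Luciferase was quantified via ONE-Glo luminescence; loss of signal denotes inhibition.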
TCR activator: activators of T cell receptors; 330,000 tested, under 10 active; Potency, µM (highest dose often 9.22 µM), without a hit: top-dose activation of IL-2 secretion, most hits filed as activators; primary human leukocytes, anti-CD3, IL-2 HTRF, 48 h; also: % of control where 0% means no effect
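Compounds are tested in HTS on primary human leukocytes co-incubated with a-CD3 beads for 48 hr. IL-2 output is measured by time-resolved FRET.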
TSHR antagonist: antagonists of human thyroid stimulating hormone receptor; P16473; TSHR-expressing cells, TSH-stimulated cAMP HTRF, 2 h; active compounds read low; activity change, negative = inhibition, % at 11.5 µM; 330,000 compounds, 0.2% hits;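 active = activity change below a set negative limit, meaning inhibition stronger than a set level, cut at about -70% in these data; inconclusive = activity change between two set negative limits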; also: % is scaled to controls: 0 for no effect and ±100 for the full control effect
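Read-out is FRET at 665 nm (cryptate excitation 337 nm) from a cryptate-tagged anti-cAMP antibody, competed by cell cAMP against cAMP-d2. Compounds are tested on freshly harvested TSHR cells challenged with 4nM TSH (EC80) for 2 hours at 37 deg C.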
A-T KAP1 phos: candidate therapy for ataxia-telangiectasia; […] A-T fibroblasts, KAP-1 phosphorylation AlphaLISA; neocarzinostatin DNA damage 30 min before lysis; Potency, µM (titrated, usually from 57.5 µM), inactives show at the top dose activation, actives largely listed as activators; 320,000 compounds, 0.19% hits; AID 485349; also: potency is read from the fitted curve at half-maximal effect; % of control where 0% means no effect; nearly all actives have a fitted effect of over 45% in size
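ATM-like activity read as KAP-1 phosphorylation via AlphaLISA donor/acceptor antibody pairs after lysis and 6 hr at 25C. Cells were ATM-null patient fibroblasts ([…], hTERT), dosed 60 min, then exposed to the DSB inducer NCS for 30 min.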
Mito fusion act: mitochondrial division inhibition or fusion activation. S. cerevisiae fusion-defective mutant growth rescue, CellTiterGlo 48 h. Potency, µM (doses to about 46.1 µM), without a hit: at the highest dose growth rescue (activation), actives largely listed as activators. 320,000 compounds, 0.23% hits;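 also: potency is read from the fitted curve at half-maximal effect; % of control where 0% means no effect; nearly all actives have a fitted effect of over 45% in size; temperature-sensitive fusion mutants such as fzo1-1 at 37 °C on non-fermentable ethanol glycerol medium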
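Read-out: ATP-based luminescence (CellTiterGlo, 10 min ambient) reporting growth of fusion-defective ts yeast after 48 hours at 37C on glycerol/ethanol YPEG medium in the presence of compound.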
USP2a block: USP2a (human) protease inhibition. USP2 core, Ub-CHOP2 coupled fluorogenic reporter, 485/531. Potency, µM (titrated, usually from 38.3 µM), without a hit: at the top dose activity change, negative = inhibition, hits mostly inhibitors. 330,000 compounds, 0.01% hits. O75604;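 also: potency is read from the fitted curve at half-maximal effect; plate controls were DMSO wells for no effect and full inhibition by NEM control for full effect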
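Deubiquitinase activity read as fluorescence (485/531 nm) after Ub-CHOP2 cleavage activates the enterokinase reporter on its substrate; USP2 core 10nM, Ub-CHOP2 and substrate 25nM each, 30min compound preincubation then 60min RT; data normalized to NEM, curves fitted.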
TRPV1 ag: human TRPV1 agonism; activation, % at 8.33 µM; AID 540275; TRPV1-expressing cells, Fluo-8 calcium influx, agonist mode; Q8NER1; 320,000 compounds, 0.19% hits; in the data active = activation above about 80%; inconclusive = between about 30% and that limit; also: 0% is about no effect
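Fluo-8 calcium influx in TRPV1-expressing cells, kinetic read (ex 480/em 520 nm). Compound added and read 3 min for agonist activity, followed by capsaicin at EC20 final and 2 min further read for enhancement.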
hERG WT inh: KCNH2 (human, wildtype) channel inhibition; 340,000 compounds, 0.37% hits; U2OS, BacMam KCNH2, thallium flux FluxOr; active compounds read low; activity change, % at 1.84 µM; AID 720551; Q12809;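 active = maximum activity change below -70%; inconclusive = maximum activity change between -70% and -50%; inactive = maximum activity change above -50%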; also: % is scaled to controls: 0 for no effect and ±100 for the full control effect
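U2OS cells were transduced with wild-type KCNH2 virus (2.03 x 10^8 / mL) for 4 h at room temperature, then cultured overnight at 37 C. Thallium flux was read with FluxOr dye. Rate constants were normalized to DMSO controls.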
KCNH2 3.1 inh: inhibitors of human KCNH2 3.1 potassium channel isoform | 340,000 compounds, 0.95% hits | AID 720553 | U2OS KCNH2 3.1, thallium flux FluxOr; active compounds read low | activity change, % (tested at about 1.8 µM);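 active = maximum activity change below -70%; inconclusive = maximum activity change from -70% to -50%; inactive = maximum activity change above -50%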;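 also: thallium influx rate constant from kinetic fluorescence after stimulation buffer; % is scaled to controls: 0 for no effect and ±100 for the full control effect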
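Measured as rate of thallium-driven FluxOr signal in transduced U2OS cells carrying the 3.1 channel, read kinetically for 2 min upon stimulation; values are rate constants scaled to DMSO control wells.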
Numbers without * were called inactive; ? = inconclusive; nt = not tested or not shown; [ ] = another dose, or the depositor's remark. Unless noted, calls follow the shape of the dose curve; as a rule, active = well fitted curve in the direction sought with a large enough effect; inconclusive = small, poorly fitted or top-dose-only effect, or another doubt; inactive = no such curve, though single readings can be large; an effect the other way counts as inactive or inconclusive. Only part of the results is shown; the hit share may differ from the screen's.

SMILES | Eya2 inh | ELG1 repair inh | TCR activator | TSHR antagonist | A-T KAP1 phos | Mito fusion act | USP2a block | TRPV1 ag | hERG WT inh | KCNH2 3.1 inh
Cc1ccnn1CCC(=O)N1CCCC(CCC(=O)NCc2ccccc2F)C1 (configuration not stated) | 4% | 2% | -1% | -6 | 0% | 2% | -1% | -1 | 21 | -17
CC(=O)N1CCc2ccc(C(=O)CN3CCN(c4cccc(C)c4C)CC3)cc21 | 8% | 9% | nt | -1 | 0% | 0% | -1% | 0 | nt | nt
CCCCC(=O)Nc1ccc(C(=O)Nc2ccc(S(=O)(=O)N3CCCC3)cc2)cc1 | 8% | -1% | 2% | 20 | 19% | -1% | 0% | 7 | -3 | 0
CCOc1ccc(-c2cnc3ccccc3n2)cc1 | -8% | ? | -5% | -11 | 10% | 0% | 2% | 20 | 5 | -3
O=C(COC(=O)c1cccc(S(=O)(=O)N2CCCCC2)c1)NCc1ccccc1 | 9% | -1% | 3% | nt | -16% | -7% | 0% | ? | -4 | 0
Cc1ccc2sc(C)[n+](CCC(C)S(=O)(=O)[O-])c2c1 (configuration not stated) | 0% | 18% | 0% | 7 | 11% | 0% | 0% | 2 | 21 | -9
COc1ccc(C(CNc2ncnc3sc(C)c(C)c23)N(C)C)cc1 (configuration not stated) | 9% | -3% | -1% | -7 | -9% | -6% | 3% | 0 | 8 | -10
N/C(=N\OC(=O)Cc1ccc(Cl)cc1)c1ccccn1 | -5% | ? | -4% | -4 | nt | -4% | 10% | 19 | -16 | 1
NC(=O)C(c1ccccn1)c1ncc(C(F)(F)F)cc1Cl (configuration not stated) | -22% | 12% | -2% | 2 | -7% | 2% | 1% | 1 | -2 | 2
O=C(N1CCOCC1)N1CCC(n2nnc3ccccc32)CC1 | 13% | 0% | -3% | 19 | nt | -2% | 3% | -2 | -4 | -11
C[C@@H]1CN(Cc2nc(-c3cnccn3)no2)C[C@H](C)O1 | -6% | -1% | -5% | 1 | -1% | -3% | -10% | -1 | 6 | 3
CCN(CC)C(=O)c1sc(NC(=O)c2ccc3c(c2)OCO3)c(C(N)=O)c1C | -13% | ? | 1% | 22 | 16% | 3% | 0% | -1 | 16 | nt
COc1ccc(C(=O)OCC(=O)NC2CCCC2)cc1OC | 0% | 12% | -4% | 0 | -2% | -2% | 3% | 2 | -18 | 3
CC(C)CC(NC(=O)C1CCCN1C(=O)CNC(=O)OCc1ccccc1)C(=O)O (configuration not stated) | 6% | -9% | 1% | 2 | -1% | 6% | -1% | 0 | -5 | -5
CN1CCN(c2ccc(NC(=O)c3ccc4ccccc4c3)cc2)CC1 | -21% | ? | -1% | 10 | 1% | 4% | 0% | ? | 19 | ?
Cc1c(NC(=O)C(C)Sc2nccn2C)c(=O)n(-c2ccccc2)n1C (configuration not stated) | -4% | -1% | 8% | 2 | -10% | 14% | -1% | -10 | -3 | 2
Cc1ccc(S[C@@H](CCN2CC[C@H](C(C)(C)C)CCC2=O)c2ccccc2)cc1 | -15% | -33% | 4% | 11 | 15% | -5% | -9% | ? | nt | nt
CN(C)C1(CNC(=O)C2CCN(S(=O)(=O)c3cc(Cl)ccc3Cl)CC2)CCCCC1 | 0% | 13% | 3% | 4 | 12% | 4% | 2% | 1 | 29 | ?
O=C(CSc1nccn(-c2cccc(F)c2)c1=O)Nc1ccc(Cl)cc1F | -13% | -2% | -3% | -10 | -1% | -26% | 7% | 3 | -2 | -3
N#Cc1ccccc1NCc1ccccc1 | 8% | ? | -1% | -13 | 9% | 6% | -1% | 18 | -13 | 0

By substructure: the entries above containing fluorine (3)
SMILES | Eya2 inh | ELG1 repair inh | TCR activator | TSHR antagonist | A-T KAP1 phos | Mito fusion act | USP2a block | TRPV1 ag | hERG WT inh | KCNH2 3.1 inh
Cc1ccnn1CCC(=O)N1CCCC(CCC(=O)NCc2ccccc2F)C1 (configuration not stated) | 4% | 2% | -1% | -6 | 0% | 2% | -1% | -1 | 21 | -17
NC(=O)C(c1ccccn1)c1ncc(C(F)(F)F)cc1Cl (configuration not stated) | -22% | 12% | -2% | 2 | -7% | 2% | 1% | 1 | -2 | 2
O=C(CSc1nccn(-c2cccc(F)c2)c1=O)Nc1ccc(Cl)cc1F | -13% | -2% | -3% | -10 | -1% | -26% | 7% | 3 | -2 | -3

Entries shown so far containing an aryl methoxy group, in the order listed:
SMILES | Eya2 inh | ELG1 repair inh | TCR activator | TSHR antagonist | A-T KAP1 phos | Mito fusion act | USP2a block | TRPV1 ag | hERG WT inh | KCNH2 3.1 inh
COc1ccc(C(CNc2ncnc3sc(C)c(C)c23)N(C)C)cc1 (configuration not stated) | 9% | -3% | -1% | -7 | -9% | -6% | 3% | 0 | 8 | -10
COc1ccc(C(=O)OCC(=O)NC2CCCC2)cc1OC | 0% | 12% | -4% | 0 | -2% | -2% | 3% | 2 | -18 | 3

Other compounds:
SMILES | Eya2 inh | ELG1 repair inh | TCR activator | TSHR antagonist | A-T KAP1 phos | Mito fusion act | USP2a block | TRPV1 ag | hERG WT inh | KCNH2 3.1 inh
CC(=O)Nc1ccc(NC(=O)C2CCCN2C(=O)Nc2ccccc2[N+](=O)[O-])cc1 (configuration not stated) | -4% | -4% | 6% | 8 | -5% | 1% | 8% | -1 | 2 | 9
CCc1ccc(NC(=O)CSc2nc3ccsc3c(=O)n2CCC(=O)O)cc1 | 16% | ? | -3% | 17 | ? | 4% | 0% | 1 | 1 | -1
Cc1occc1C(=O)NNC(=S)NC(=O)COc1ccc(Cl)cc1Cl | 1% | ? | nt | 17 | -11% | 14% | 1% | -7 | 0 | 3
CN(C(=O)N1CCN(S(=O)(=O)c2ccccc2)CC1)c1ccccc1 | -6% | 3% | 0% | 6 | -2% | 12% | -1% | -2 | -9 | 0
CC1(C(=O)NCc2ccccc2)Oc2ccccc2NC1=O (configuration not stated) | 7% | 0% | -2% | 3 | 1% | 0% | 1% | -3 | -3 | 1
CC(C)NC(=O)c1onc(CSc2ccccc2F)c1C(=O)O | 20% | 19% | 2% | -9 | -6% | 2% | 0% | 2 | -2 | -1
COc1ccc(OC)c(C(C(=O)NC2CCCCC2)N(C(=O)c2ccccn2)c2cccnc2)c1 (configuration not stated) | -3% | 3% | 3% | 3 | 1% | 4% | 0% | -1 | 2 | -3
CN(C)Cc1c(O)ccc2occ(C(O)c3ccccc3)c12 (configuration not stated) | -11% | 5% | 6% | 1 | nt | -4% | -1% | 5 | -2 | -4
Cn1c(CSCc2ccc(Cl)cc2)nnc1SCC(=O)Nc1nccs1 | 0% | ? | -5%[46.1 µM] | -23 | nt | -5% | 2% | -1 | -10 | 2
c1cc2c(cc1-c1[nH]ncc1CN1C[C@H]3CC[C@H]1C3)OCO2 | 2% | -9% | -1% | -16 | 2% | 1% | -1% | -5 | -9 | 18
CCC(C)Sc1cccc(-c2nc3cc(C)ccn3c2NC2CCCCC2)c1 (configuration not stated) | -3% | -10% | 2% | -17 | 34% | nt | 3% | nt | -1 | -17
CC1CCCN(C(=O)C2CCN(S(=O)(=O)c3ccc4c(c3)CC(C)N4C(=O)C3CC3)CC2)C1 (configuration not stated) | 0% | -9% | 5% | -6 | 7% | 3% | -1% | 6 | -7 | 3
COc1ccc(CCNC(=S)Nc2ccccc2C)cc1 | 9% | -7% | 7% | -3 | 5% | -15% | 1% | 7 | -8 | -7
O=C(CSc1nnc(Cc2ccccc2)o1)Nc1ccc2c(c1)OCO2 | 8% | 10% | 8% | 29 | 7% | 15% | 0% | 3 | -4 | ?
CCn1nc(NC(=O)c2cccnc2)c2cc3ccccc3nc21 | -5% | ? | -3% | -15 | 1% | -4% | 5% | 4 | -1 | -8
CC(OC(=O)C1=COCCO1)C(=O)NC1CCCCC1C (configuration not stated) | 0% | 9% | 2% | 9 | -1% | 1% | 0% | -2 | -1 | -7

Three of the entries above in order of the TRPV1 ag value, highest first:
structure | Eya2 inh | TCR activator | TSHR antagonist | Mito fusion act | TRPV1 ag
CCc1ccc(NC(=O)CSc2nc3ccsc3c(=O)n2CCC(=O)O)cc1 | 16% | -3% | 17 | 4% | 1
COc1ccc(OC)c(C(C(=O)NC2CCCCC2)N(C(=O)c2ccccn2)c2cccnc2)c1 (configuration not stated) | -3% | 3% | 3 | 4% | -1
CN(C(=O)N1CCN(S(=O)(=O)c2ccccc2)CC1)c1ccccc1 | -6% | 0% | 6 | 12% | -2
